ALOX15B inhib – inhibitors of human 15-lipoxygenase 2 (ALOX15B); Potency, µM (titrated, usually from 57.1 µM), for inactives: top-dose activity change, negative = inhibition, usual class: inhibitors; hit rate 0.56% among 110,000; O15296; purified 15hLO-2, xylenol orange hydroperoxide absorbance; also: potency is read from the fitted curve at half-maximal effect; nearly all actives have a fitted effect of over 60% in size; many of its hits are not listed in these tables
Target sequence (O15296 whole entry, looked up): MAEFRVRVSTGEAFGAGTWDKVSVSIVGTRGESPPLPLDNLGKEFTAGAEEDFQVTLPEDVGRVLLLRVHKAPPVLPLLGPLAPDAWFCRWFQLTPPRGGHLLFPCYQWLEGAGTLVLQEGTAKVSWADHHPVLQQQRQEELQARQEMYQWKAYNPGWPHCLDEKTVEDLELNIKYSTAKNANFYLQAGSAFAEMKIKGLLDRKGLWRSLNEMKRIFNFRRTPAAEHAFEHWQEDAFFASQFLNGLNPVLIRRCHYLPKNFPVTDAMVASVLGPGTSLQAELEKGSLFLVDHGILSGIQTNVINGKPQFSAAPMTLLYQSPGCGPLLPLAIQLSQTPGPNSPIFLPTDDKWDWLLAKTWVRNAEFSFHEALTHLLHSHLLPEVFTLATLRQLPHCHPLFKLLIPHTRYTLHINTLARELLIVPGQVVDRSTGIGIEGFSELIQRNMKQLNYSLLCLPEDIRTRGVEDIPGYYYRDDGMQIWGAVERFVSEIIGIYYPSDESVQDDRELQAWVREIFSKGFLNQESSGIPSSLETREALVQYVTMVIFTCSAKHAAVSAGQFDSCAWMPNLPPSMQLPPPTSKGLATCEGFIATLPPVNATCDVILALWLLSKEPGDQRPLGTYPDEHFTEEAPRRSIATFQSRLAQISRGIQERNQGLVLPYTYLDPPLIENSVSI
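Enzyme 50 nM, AA 45 uM, 25 mM Hepes pH 7.5 + 0.01% Triton X-100; cpd preinc 15 min RT, rxn 90 min RT; stop/detect with 200 uM XO + 300 uM Fe(II) in 50 mM H2SO4, 30 min; A573/A405.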
12-hLO inh – blocks human 12-lipoxygenase activity; purified 12-hLO, xylenol orange hydroperoxide absorbance; hit rate 0.12% among 150,000; Potency, µM (titrated, usually from 57.1 µM), inactives show at the highest dose activity change, negative = inhibition, usual class: inhibitors; AID 1452; P18054; also: potency is read from the fitted curve at half-maximal effect; nearly all actives have a fitted effect of over 55% in size; many of its hits are not listed in these tables
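Lipoxygenase turnover measured by absorbance at 573 and 405 nm after Fe-XO development. Human 12hLO 150 nM, arachidonate 40 uM, pH 7.0 Hepes buffer with detergent; 15 min compound preincubation, 30 min reaction.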
IMPase inh – membrane-permeable compound that blocks inositol monophosphatase; inhibition (IP1 accumulation), % at 46.1 µM; P97697; CHO-M1 cells, IP1 accumulation, HTRF TR-FRET ratio; 120,000 tested, under 10 active; active = well fitted curve in the direction sought with a large enough effect in the signal ratio, not every such curve was filed as active; inconclusive = small, poorly fitted or top-dose-only effect, or a change in a side signal; inactive = no such curve, though single readings can be large or run the other way; the % refers to the signal ratio;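 also: cells stimulated with carbachol in lithium chloride buffer; plate controls were DMSO basal wells for no effect and reference inhibitor wells for full effect; higher means more IMPase inhibition seen as more IP1 and lower FRET ratio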
Target sequence (P97697 whole entry, looked up): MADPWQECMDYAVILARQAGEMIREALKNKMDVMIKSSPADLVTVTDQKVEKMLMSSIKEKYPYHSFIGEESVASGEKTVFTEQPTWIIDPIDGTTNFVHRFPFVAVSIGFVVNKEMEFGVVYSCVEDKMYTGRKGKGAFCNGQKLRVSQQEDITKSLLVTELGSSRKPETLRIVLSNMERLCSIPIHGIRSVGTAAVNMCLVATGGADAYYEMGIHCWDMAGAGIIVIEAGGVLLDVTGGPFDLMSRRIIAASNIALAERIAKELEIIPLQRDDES
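Measured: the HTRF emission ratio (665/620 nm) plus the 620 nm donor channel, each fitted to the Hill equation to give AC50. Cells were CHO-M1 given compounds up to 46 uM and a 30 min carbachol stimulation at 37C.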
PNC assembly inh – perinucleolar compartment assembly inhibition | hit rate 3.1% among 140,000 | activity change (PNC), negative = inhibition, % at 10 µM | PC3M PTB-GFP, PNC prevalence imaging, 16 h; stronger effect = lower value | AID 2417;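 active = readout at or below -70, meaning at least 70% loss of cells showing the perinucleolar compartment, a nuclear body marking cancer cells; inconclusive = readout between -30 and a set limit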;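 also: plate controls were DMSO wells for no effect and camptothecin positive control wells for full effect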
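Compounds are pinned in duplicate onto adhered PC3M cells stably expressing GFP-tagged PTB and incubated 16 h at 37 C. Cells are then fixed, nuclei stained with Hoechst, and PNC-positive cells counted.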
An asterisk follows results filed as active; ? = inconclusive; . = no result given; [ ] = another dose, or the depositor's remark. Unless noted, calls follow the shape of the dose curve; as a rule, active = well fitted curve in the direction sought with a large enough effect; inconclusive = small, poorly fitted or top-dose-only effect, or another doubt; inactive = no such curve, though single readings can be large; an effect the other way counts as inactive or inconclusive. Unless noted, % is scaled to controls: 0 for no effect and ±100 for the full control effect.

Values run as follows: ALOX15B inhib, 12-hLO inh, IMPase inh, PNC assembly inh
- Cc1ccc(S(=O)(=O)Nc2ccc(-c3csc(-c4ccccc4)n3)cc2)cc1
  ., -7%, ., 31
- O=C(c1cccc(F)c1)N1CCC2(CC1)CN(c1ccc(-c3ccccc3)cc1)C2
  -14%, -9%, ., .
- O=C(Nc1ccc(-c2nc3ccccc3[nH]2)cc1)C1CCCO1 (stereo not drawn)
  5%, -1%, ?, -23
- Cn1c(=O)c2c(ncn2CN2CCN(Cn3cnc4c3c(=O)n(C)c(=O)n4C)CC2)n(C)c1=O
  -6%[11.4 µM], 3%[11.4 µM], ., .
- Cc1noc(NS(=O)(=O)c2ccc(NC(=O)c3cnc4n(c3=O)CCS4)cc2)c1C
  ., -2%, -18, 10
- CC(=O)Nc1ccc(NC(=O)C(Cc2ccccc2)NC(=O)C2CCCCC2)cc1 (stereo not drawn)
  ., 2%, 2, -119*
- CCCC(=O)N(c1ccc(F)cc1)C1C=CS(=O)(=O)C1 (stereo not drawn)
  0%, 7%, 5, 14
- Nc1ccc2[nH]ncc2c1
  ., -5%, ., 12
- Cc1ccc(S(=O)(=O)N2CCN(C(C(=O)Nc3ccc(F)cc3)c3ccccc3)CC2)cc1 (stereo not drawn)
  ., -2%, 8, -6
- O=C(O)c1ccc(NCc2ccc3c(c2)OCO3)cc1
  -1%, 7%, 4, ?
- CCCSc1nnc(N2C(=O)CC(c3ccsc3)C3=C2CCCC3=O)s1 (stereo not drawn)
  0%, -8%, -3, -12
- CCn1ncc(C2=NOC(C(=O)NCc3ccccc3)C2)c1C (stereo not drawn)
  0%, 8%, 8, ?
- CC(NC(=O)CSc1nnc(-c2cccc(S(=O)(=O)N3CCCCC3)c2)o1)C12CC3CC(CC(C3)C1)C2 (stereo not drawn)
  0%, -1%, 5, 13
- CCN(CC)CCNC(=O)c1cc(Br)c(N)cc1OC
  12%, 4%, -4[20.6 µM], .
- O=S(=O)(c1cccs1)N1CCN(c2ncccn2)CC1
  ., -3%, ., -6
- Cc1ccc(-n2c(C)cc(C(=O)CSc3nnnn3C)c2C)cc1
  -15%[11.4 µM], -3%, 1[1.84 µM], 5
- O=c1c(-c2ccc3c(c2)OCCO3)coc2c(CN3CCOCC3)c(O)ccc12
  13%, -3%, 7, 13
- Cc1ccccc1OCC(=O)NC(=S)Nc1ccc2c3c(cccc13)CC2
  4%, -2%, -6, 21
- CCCCC(=O)c1c(O)c2ccccc2oc1=O
  -6%, -2%, 5, ?
- Cc1ccc2[nH]c(=O)c(C(c3nnnn3CC3CCCO3)N3CCCc4ccccc43)cc2c1 (stereo not drawn)
  -11%, -9%, 8, ?
- Cn1c(SCC(=O)NC2CCCC2)nc2cccnc21
  3%, -2%, 7, -27
- CS(=O)(=O)N(CC(=O)NCc1ccccn1)c1ccc2c(c1)OCCO2
  -6%, 1%, 6, 9
- Cc1nn(-c2ccccc2)c(Cl)c1/C=N/NS(=O)(=O)c1ccc(Br)cc1
  ., -10%, ., 17
- CCC(c1nnnn1C(C)(C)CC)N(CCN1CCOCC1)Cc1cc2cc(C)ccc2[nH]c1=O (stereo not drawn)
  10%, -10%, -7, 41
- O=C(Nc1ccc(OC(F)(F)F)cc1)c1n[nH]c(Cn2cncn2)n1
  13%, -3%, 7, -7
- CCOC(=O)N1CCN(C2=NC3(CCCCC3)C(C#N)C(=O)N2)CC1 (stereo not drawn)
  0%, 3%, -4, 36
- CCC(C)c1ccc(O)c(/C=N/O)c1 (stereo not drawn)
  -9%, -24%, -4, ?
- O=C(Nc1ccccc1C(=O)OCn1nnc2ccccc2c1=O)c1ccco1
  -3%, -4%, 6, 19
- Cc1ccc2c(C)nc(/N=C(\N)NC(=O)N3c4ccccc4Sc4ccccc43)nc2c1
  ., -12%, ., 41
- Cc1ccc(CNC(=O)COC(=O)c2c(C)noc2C)cc1
  9%[2.29 µM], -7%, 11, 0
- Cc1c(C#N)c2ncn(CC#N)c(=O)c2n1-c1ccccc1
  -1%, 3%, -4, 2
- Clc1ccccc1OCCN1CCCCC1
  4%, 4%, -1, 1
- Cc1ccc(-n2nnnc2SCC(=O)NCCC2=CCCCC2)c(C)c1
  -3%, -28%, 12, 9
- COC(=O)c1ccc(-n2nnnc2SCC(=O)Nc2cc(OC)ccc2OC)cc1
  -4%, -2%, 7, 3
- CC(=O)c1ccc2c(ccc3ccccc32)c1
  -1%, -2%, -3, -26
- CCCCNC(=O)c1c(C)cc(=O)oc1C
  2%, 1%, 5, ?
- CC(C)(C)OC(=O)N[C@@H](Cc1ccccc1)c1nnc(SCC(=O)c2ccc(Cl)cc2)o1
  2%, -9%, -2, 27
- COc1ccc(NC(=O)c2nn(C34CC5CC(CC(C5)C3)C4)cc2[N+](=O)[O-])cc1
  ., 1%, ., 61
- O=S(=O)(c1ccc(S(=O)(=O)N2CCCN(Cc3ccccc3)C2)cc1)N1CCCCCC1
  1%, -2%, 8, -9
- COc1cc2c(C(=O)N3CCN(c4ccccc4C)CC3)c(C)oc2cc1Br
  -4%, -14%, 10, -5
- CCN1CCN(C(c2cc3cccc(C)c3[nH]c2=O)c2nnnn2Cc2ccccc2)CC1 (stereo not drawn)
  9%, 2%, 7, 35
- O=C(CCCn1c(=S)[nH]c2ccsc2c1=O)NCc1ccco1
  ., 7%, 2, 26
- O=C(NCCc1ccccc1)C1CCCN1C(=O)Nc1ccc(F)cc1 (stereo not drawn)
  3%, -1%, -1, 31
- COc1cccc(-c2nn(C)c3sc(C(=O)NCc4ccco4)cc23)c1
  21%, -9%, -7, ?
- CCn1c(SCc2ccc(C)cc2)nnc1C1CCN(S(=O)(=O)c2ccc(OC)cc2)CC1
  ., -2%, 9, 49
- O=C(Nc1ccc(Br)cc1F)c1sccc1-n1cccc1
  10%, -17%, ?, -21
- Cc1ccccc1C(=O)NC1CCN(Cc2nnnn2C2CCCC2)CC1
  ., -2%, -2, -20
- COCCCN1CN(Cc2ccccc2)CNC1=S
  ., 1%, 0, -92*
- CCNc1nc(NCC)n2c(SCC(=O)NC34CC5CC(CC(C5)C3)C4)nnc2n1
  ., 0%, ., 1
- Cc1sc(-c2ccncc2)nc1OC(=O)c1ccc(Cl)cc1
  39%[activator], -4%, 10, 2

Three compounds out of the list above, arranged by the value under ALOX15B inhib, rising:
Molecule,ALOX15B inhib
CS(=O)(=O)N(CC(=O)NCc1ccccn1)c1ccc2c(c1)OCCO2,-6%
Cc1c(C#N)c2ncn(CC#N)c(=O)c2n1-c1ccccc1,-1%
Cn1c(SCC(=O)NC2CCCC2)nc2cccnc21,3%

(listing goes on)
Values run as follows: ALOX15B inhib, 12-hLO inh, IMPase inh, PNC assembly inh
- Cc1ccc(Cn2ncc3c(N4CCN(Cc5ccc(Cl)cc5)CC4)ncnc32)cc1
  47%[activator], -12%, 4, 4
- C=CCn1c(COc2ccc(OC)cc2)nnc1SCn1nnc2ccccc2c1=O
  ., -5%, ., 42
- O=C(O)c1cccc(-c2nnn(Cc3ccccc3Cl)n2)c1
  ., 4%, -2, 38
- Nc1nnnn1/N=C/c1cccc(O)c1
  3%, 1%, 1, 10
- O=C(CSc1nc(C2CC2)nc2ccccc12)Nc1ccc2c(c1)OCCO2
  ?, 1%, 7, 33
- COc1ccc(/C=C2\SC(=O)N(CCNC(=O)Cn3cnnn3)C2=O)cc1
  -9%, -3%, 4, ?
- O=S(=O)(c1cccc2cccnc12)N1CCOCC1
  9%, 14%, -1, 19
- O=C(Nc1ccc(N2CCOCC2)cc1)Nc1ccc2nc(-c3ccco3)c(-c3ccco3)nc2c1
  ., -13%, 7, 317
- Cc1ccc(OCC(=O)c2cc(C)n(C)c2C)c([N+](=O)[O-])n1
  ., -3%, ., -121*
- CCn1nccc1C(=O)NC1=C(C#N)CCC1
  5%, 3%, -2, ?
- O=c1c2ccccc2nc(/C=C/c2ccc([N+](=O)[O-])o2)n1CCCO
  -22%, -3%, 6, -89*
- Cc1ccc(CN2CCc3c(OCC(=O)Nc4cccc(C)c4C)cccc3C2=O)cc1
  ., 1%, ., -23
- CCN(CC)c1cc(-c2ccccc2)ncn1
  ., 0%, ., 40
- COc1ccc(Br)cc1-c1nc(C)c(C(C)=O)n1O
  2%, -13%, -3, -10
- Cc1ccc(CCNC(=O)CCNS(=O)(=O)c2ccc3c(c2)c(=O)n(C)c(=O)n3C)cc1
  -2%, -3%, 4, 29
- CCC(=O)Nc1nc2nc(-c3ccccc3)cc(-c3ccccc3)n2n1
  6%, -1%, 5, -4
- O=C(c1ccc(COc2ccc3ccccc3c2)o1)N1N=C(C(F)F)CC1(O)C(F)F (stereo not drawn)
  1%, -21%, 0, 3
- COc1ccc(-c2ccc(-c3noc(-c4ccccc4C)n3)c(OC)n2)cc1
  2%, 1%, -6, ?
- O=C(NC(Cc1ccccc1)C(=O)NCc1ccccn1)c1ccco1 (stereo not drawn)
  7%[2.29 µM], -2%, 8, ?
- O=c1c2cnn(-c3ccccc3)c2ncn1CCc1ccccc1
  ., 7%, ., 42
- COc1ccc(OC)c(C2C(C(=O)N(C)C)=C(C)Nc3nc4ccccc4n32)c1 (stereo not drawn)
  1%, -3%, 8, -26
- O=C(CCCCn1c(=O)c2ccccc2n(Cc2ccc(Cl)cc2)c1=O)NCc1ccco1
  7%[2.29 µM], -3%, 9, 17
- CCCCn1c(Cl)nc2c1c(=O)n(C)c(=O)n2C
  ?, 0%, 4, -9
- Cc1cccnc1NC(=O)c1ccc([N+](=O)[O-])o1
  ., -1%, 21, 1
- O=C1CCCc2c1[nH]c1ccc(Br)cc21
  2%, -9%, -7, 24
- CCOc1ccc(C(=O)N2CCN(C(=O)c3ccco3)CC2)cc1OCC
  5%, 3%, -1, 25
- CCN(CC(=O)NCCc1ccccc1)S(=O)(=O)c1ccc(Br)cc1
  0%, 1%, 8, ?
- COc1ccc(C(=O)NNC(=O)Nc2ccc(C)cc2)cc1
  ., 3%, ., ?
- Cc1csc(NC(=O)CCNC(=O)c2ccc([N+](=O)[O-])cc2)n1
  ., 0%, 0, 0
- COCCOCC(O)CN1CCN(c2ccccc2)CC1 (stereo not drawn)
  -12%, -7%, -14, ?
- S=C(NCCc1ccccc1)Nc1ccc(Br)cc1
  ., -23%, ., ?
- CC(=O)NCCn1c(SCC(=O)c2ccc(Cl)cc2)nc2ccccc2c1=O
  -11%, 0%, 5, 12
- Cc1cc(NC(=O)c2c(F)cccc2Cl)n(-c2nc3ccccc3[nH]2)n1
  20%, -6%, 7, ?
- O=C1NCCN1C(=O)c1cccc(Cl)c1
  -10%, -2%, 11, 20
- CCOc1ccc(C(=S)N2CCCC2)cc1OC
  ., -2%, ., -6
- CO/N=C/c1ccc(N2CCN(C(=O)c3ccc(Cl)cc3Cl)CC2)c([N+](=O)[O-])c1
  9%, -6%, 3, 87
- CC(=O)N(CCCCN1C(=O)c2ccccc2C1=O)c1ccc(C)cc1
  -1%, 3%, -1, 25
- C=CCc1c(C)nc(C)nc1N/N=C/c1ccc(N(C)C)cc1
  21%, 8%, 23, 46
- Cc1ccc(S(=O)(=O)C2C(=O)NC3(C)CC2c2ccccc2O3)cc1 (stereo not drawn)
  ., 6%, 4, ?
- CC(NC(=O)Nc1nnc(C(F)(F)F)s1)(C(F)(F)F)C(F)(F)F
  -3%, 1%, -8, -12
- CC(=O)N[C@@H](C=O)[C@@H](O)[C@H](O)[C@H](O)CO
  9%[0.0915 µM], -2%[0.00818 µM], ., .
- O=C(CSc1nnc(-c2ccncc2)n1Cc1ccccc1)NCCc1ccccc1
  3%, 3%, 2, 7
- O=C(CCCO)N/N=C/c1cc(Br)ccc1O
  ., 0%, ., ?
- COc1ccccc1OCCn1cc(C#N)c2ccccc21
  ., -11%, 8, -119*
- Cc1c(CN(C)C(=O)CSc2nc(-c3ccco3)cc(C(F)(F)F)n2)cnn1C
  3%, -5%, -1, -24
- O=C(N/N=C/c1cccc(C(F)(F)F)c1)C1CCN(c2ncc(C(F)(F)F)cc2Cl)CC1
  ., 7%, 5, 41
- CCOc1ccc(S(=O)(=O)Nc2nc3cc(OC)ccc3s2)cc1
  -3%, 0%, -3, -23

The list is partial, so the mix of outcomes need not match the whole.
